ssDAF-12 act: activates DAF-12 receptor from parasite S. stercoralis. 1% of 370,000 active. activation, % at 6.8 µM. HEK293 ssDAF-12/GRIP1 lit1-tk-luc reporter, luminescence; % of 3 µM dafachronic acid response. AID 652126;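 active means activation above the mean over all tested compounds plus 3 SD, cut at about 0.9% in these data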;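 further: 0% = DMSO-only wells and 100% = 3 µM delta7-dafachronic acid wells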
hgDAF12 agonist: activates the H. glycines DAF-12 receptor ligand-binding domain; HEK293 GAL4-hgDAF12 UAS-luciferase reporter, agonist luminescence; normalized to butyrate control; activation, % at 6.8 µM; 1.8% of 370,000 active;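 active means activation above a cutoff set at the mean of all screened compounds plus 3 SD, cut at about 10% in these data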;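 further: 0% = DMSO wells and 100% = sodium butyrate wells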
GAA850 FXN act: activators of GAA850 frataxin (FXN) promoter; HEK293 lucGAA850 FXN promoter luciferase reporter, 24 h; percent of 10 µM SAHA response; activation, % at 6 µM; 0.56% of 360,000 active; AID 540364;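 active means activation above the average of all compounds screened plus 3 SD, cutoff fixed separately per campaign, cut at about 7.5% in these data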;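 further: 0% = DMSO wells and 100% = 10 µM SAHA wells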
ADAM17 inh: inhibitors of human ADAM17 | recombinant ADAM17, EDANS/DABCYL FRET peptide cleavage | P78536 | inhibition, % at 6.95 µM | AID 720648 | 0.83% of 370,000 active;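 active means inhibition above the mean of compounds lying between control limits plus 3 SD, set per campaign, cut at about 8.5% in these data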;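 further: 0% = DMSO-only wells as the low control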
DAX1 inh-1: inhibitors of DAX1 repression of SF-1 activated StAR promoter. HEK293T StAR-luciferase reporter, SF-1/DAX-1 repression relief. inhibition, % at 6.8 µM. 1.1% of 370,000 active. AID 652010;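 active means inhibition above the mean over all tested compounds plus 3 SD, cut at about 3.6% in these data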;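 further: 0% = DAX-1 cells with DMSO and 100% = cells lacking DAX-1 with DMSO; higher inhibition means more luminescence from relief of DAX-1 repression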
DAX1 inh-2: inhibits human nuclear receptor DAX1; P51843; HEK293 Gal4-DAX1 luciferase reporter, luminescence; inhibition, % at 6.75 µM; 0.99% of 340,000 active; AID 504766;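 active means inhibition above the mean over all tested compounds plus 3 SD, cut at about 4.2% in these data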;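 further: 0% = DAX1-transfected cells with DMSO and 100% = empty-vector control cells with DMSO; inhibition shows as a rise in luminescence from relieved DAX1 repression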
Target sequence (P51843 207-470 limits assumed): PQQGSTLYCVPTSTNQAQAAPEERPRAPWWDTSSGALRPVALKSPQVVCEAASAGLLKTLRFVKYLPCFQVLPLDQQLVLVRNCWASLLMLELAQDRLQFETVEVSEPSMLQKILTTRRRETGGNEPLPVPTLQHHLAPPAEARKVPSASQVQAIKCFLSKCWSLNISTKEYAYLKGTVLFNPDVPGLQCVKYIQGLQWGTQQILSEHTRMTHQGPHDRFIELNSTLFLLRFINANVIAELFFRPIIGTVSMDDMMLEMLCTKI
PLCb3 inh: inhibitors of human phospholipase C beta3. Q01970. Purified PLC-beta3, fluorogenic substrate, fluorescence. inhibition, % at 12.2 µM. 0.18% of 370,000 active; in the data active means inhibition above about 11%;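 further: 0% = median of compound wells on plate and 100% = full blocker control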
ADAM10 inh: inhibitors of human ADAM10; AID 720582; inhibition, % at 7 µM; recombinant ADAM10, EDANS/DABCYL FRET peptide cleavage, 3 h; 0.62% of 370,000 active; O14672;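 active means inhibition above a per-campaign cutoff equal to the mean of compounds falling between control-based bounds plus 3 SD, cut at about 20% in these data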;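 further: 0% = DMSO wells while the 100% control is not disclosed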
Target sequence (O14672 214-748 limits assumed): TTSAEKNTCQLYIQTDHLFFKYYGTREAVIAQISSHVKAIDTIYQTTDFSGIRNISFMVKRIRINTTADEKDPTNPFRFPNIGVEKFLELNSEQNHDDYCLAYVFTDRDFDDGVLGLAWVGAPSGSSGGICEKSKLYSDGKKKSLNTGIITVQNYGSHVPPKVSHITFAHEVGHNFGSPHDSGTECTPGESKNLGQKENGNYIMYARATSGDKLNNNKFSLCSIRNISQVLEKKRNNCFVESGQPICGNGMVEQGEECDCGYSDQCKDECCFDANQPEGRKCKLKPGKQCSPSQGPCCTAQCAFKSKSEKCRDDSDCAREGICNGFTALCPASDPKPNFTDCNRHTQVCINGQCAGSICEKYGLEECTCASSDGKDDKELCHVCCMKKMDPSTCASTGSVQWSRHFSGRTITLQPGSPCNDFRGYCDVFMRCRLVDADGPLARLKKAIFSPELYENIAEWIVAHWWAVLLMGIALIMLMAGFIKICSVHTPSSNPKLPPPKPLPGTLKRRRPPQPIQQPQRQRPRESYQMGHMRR
PLCg1 inh: inhibitors of human phospholipase C gamma1 | P19174 | purified PLC-gamma1, fluorogenic substrate, fluorescence | inhibition, % at 12.2 µM | 0.84% of 370,000 active; in the data active means inhibition above about 9.5%
sPLA2-III inh: Inhibits HGIII-sPLA2 liposome hydrolysis, primary screen. Q9NZ20. QFRET BODIPY PC-A2 liposome hydrolysis, fluorescence. inhibition, % at 12.2 µM. 0.56% of 370,000 active. AID 743126;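 active means inhibition above mean plus 3 SD of compounds lying within the high and low control bounds, cut at about 19% in these data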;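 further: 0% = median of test compound wells and 100% = no enzyme DMSO wells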
hcDAF12 agonist: H. contortus DAF-12 activation, primary screen | HEK293 hcDAF-12 lit1-tk-luc reporter, luminescence; 0% DMSO, 100% Δ7-dafachronic acid | activation, % at 6.8 µM | 1.4% of 370,000 active | AID 652067;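 active means activation above the mean of all tested compounds plus 3 SD, cut at about 5.5% in these data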;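 further: 100% = response to 3 µM Δ7-dafachronic acid high control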
An asterisk follows results filed as active; i = inactive; / = not tested or not shown. Not all compounds are listed; the hit share may differ from the screen's.

SMILES	ssDAF-12 act	hgDAF12 agonist	GAA850 FXN act	ADAM17 inh	DAX1 inh-1	DAX1 inh-2	PLCb3 inh	ADAM10 inh	PLCg1 inh	sPLA2-III inh	hcDAF12 agonist
CN(C)C(Cc1ccc(Cl)cc1)C(=O)c1ccccc1 (centres undefined)	-0.8	9.5	4.5	-4	0.8	2.2	-15	-7	-16	-1	3.6
CCCCC(=O)N/N=C/c1c(O)n(Cc2ccc(F)cc2)c(=O)[nH]c1=O	-1.2	-0.6	0.7	-2	0.1	1.9	-12	-4	-3	2	-0.8
COCCNC(=O)N1[C@H]2CC[C@@H]1C(C(=O)OC)=C(c1ccc(-c3ccccc3)c(F)c1)C2	-2.2	-5.4	-7.2	-3	-2.2	-4.2	0	-4	-1	-5	-4.7
Brc1cc2c(cc1CN1CCN(c3ccccc3)CC1)OCCO2	-1.6	0.0	-1.1	0	-0.3	-0.1	-6	-3	-1	4	2.5
CC1(C)COC(Nc2cccc(Cl)c2)=N1	-0.5	1.2	0.9	2	-0.4	1.3	5	10	2	6	-0.3
Cc1[nH]c2ccccc2c1CCNCc1ccco1	0.0	1.4	-0.7	-3	-0.3	-0.3	-8	-13	3	3	0.4
COc1ccc2nc(-c3ccc(CN4CCC(n5nnc6ccccc65)CC4)cc3)c(-c3ccccc3)nc2c1	-1.9	-2.2	/	-41	-3.1	/	-58	-190	-40	5	-2.6
c1ccc(CNc2c3c(nc4ccccc24)CCC3)cc1	-2.0	-4.7	-2.9	-8	-0.3	-0.6	-15	-17	-12	-12	-1.4
COc1ccc(OP(=O)(Nc2ccccc2)Nc2ccccc2)cc1	-1.3	-1.4	-3.2	-2	0.0	-0.3	4	5	2	0	0.2
NP(=O)(Oc1ccccc1Cl)Oc1ccccc1Cl	0.5	-2.5	-0.6	-2	-1.2	0.4	-1	-6	2	4	-0.2
COc1ccc(CC[n+]2cc(/N=C(\C)[O-])on2)cc1OC	-1.2	-0.1	-1.6	-3	0.0	0.4	1	1	0	3	0.2
CC1CCC(N(C)C2CCN(C)CC2)CC1 (centres undefined)	-1.5	-0.7	0.9	-2	0.4	0.3	-3	-3	-3	0	-0.6
O=C(CNS(=O)(=O)c1cccs1)N1CCC2(CC1)OCCO2	-1.0	2.2	0.8	-2	1.6	0.2	0	-10	3	2	2.2
O=C(/C=C/c1ccc(Cl)cc1)NC(=S)N1C[C@H]2C[C@H](C1)c1cccc(=O)n1C2	-1.5	1.6	1.0	0	-0.2	2.5	8	-4	2	2	1.8
O=C(NCc1ccccn1)c1ccccc1Cl	-1.2	-0.2	0.4	-2	-0.9	0.5	4	2	1	-1	0.1
CN(C)C(=O)Oc1cccc2c(OC(=O)N(C)C)cccc12	-1.5	-0.7	1.3	2	0.7	0.1	0	9	3	9	-0.9
C=CCN1C(=O)NC(=O)/C(=C/c2cnc(SC)nc2)C1=O	-0.2	0.6	2.3	-8	-0.8	1.9	-3	-13	-8	-4	3.8
CCCCCCn1c(=O)c(C(=O)Nc2ncccc2C)c(O)c2ccccc21	-1.5	-0.3	0.6	-4	0.5	-0.9	-4	-3	-1	11	1.8
CC/C=C/CC(=O)N[C@@H](c1ccccc1)[C@@H](O)C(=O)O[C@H]1C[C@@]2(O)[C@@H](OC(=O)c3ccccc3)C3[C@](C)(C(=O)[C@H](OC(C)=O)C(=C1C)C2(C)C)[C@@H](O)C[C@H]1OC[C@@]31OC(C)=O (some centres undefined)	-0.9	-0.7	-7.2	-1	-3.7	-4.2	3	-9	5	-20	1.9
Cc1ccccc1OCCCn1cc(C(=O)C(=O)N2CCOCC2)c2ccccc21	-2.1	-2.0	0.1	-4	-1.5	-0.2	-2	-11	4	-4	-1.8
COc1cc2c(cc1OC)CC[N+](C)=C2	-1.6	2.4	1.7	-208	-0.1	0.9	i	i	i	5	-0.6
COCCNC(=O)N1[C@H]2CC[C@@H]1C(C(=O)OC)=C(c1cccc(C#N)c1)C2	-1.1	-0.7	4.2	-2	-0.5	1.2	0	-2	1	2	-1.1
Cc1cc(C)cc(N2C(=O)NC(=O)/C(=C\c3cc(C)n(C)c3C)C2=O)c1	-0.6	1.2	1.0	-5	0.6	-0.3	-7	-11	-3	7	0.7
COc1ccc([C@@H](O)[C@@H](N)c2ccccc2)cc1	-2.0	0.6	1.2	-4	0.3	/	-3	-5	2	0	-0.1
CC1=C2[C@@H]3OC(=O)[C@H](C)C3CC[C@@]2(C)C=CC1=O (some centres undefined)	-0.6	-2.6	1.6	-5	-0.1	-0.2	-7	-5	-1	2	-1.6
Cc1ccc(-n2c(-c3cccs3)nc3ccccc3c2=O)cc1	-1.2	-0.7	1.2	-3	-0.5	-0.5	-1	7	-5	3	-1.4
Cn1c(NN=O)nc2ccccc21	-0.9	-4.8	4.7	-3	-0.5	-0.1	-3	2	-1	0	-1.7
OC(c1ccccc1)(c1ccccc1)C1CCNCC1	-0.7	1.4	1.0	-4	0.5	0.8	2	-3	-1	-4	-1.4
Cc1ccc(OP(N)(=O)Oc2ccc(C)cc2)cc1	-1.7	-2.5	1.9	-4	0.5	0.8	-6	8	0	0	-0.5
CN1C(=O)c2ccccc2Sc2ccc(C(=O)N3CCC4(CC3)OCCO4)cc21	-0.9	2.0	0.2	0	0.7	-0.8	1	4	1	6	-0.6
CCCCCSc1cc(OC)c(CCNC)cc1OC	-1.4	0.0	-0.7	0	-1.3	-0.5	2	1	5	-11	0.0
O=C(c1cc2c(s1)-c1ccccc1OC2)N1CCC2(CC1)OCCO2	0.2	14*	1.9	i	0.5	3.0	i	i	i	-9	3.3
CCS(=O)(=O)N1CCC(C(=O)N2CCC3(CC2)OCCO3)CC1	-1.6	-2.6	-0.6	-2	0.5	-0.7	1	-5	3	0	0.0
COC(=O)C1=CO[C@@H](C)[C@@H]2CN3CC[C@@]4(C(=O)Nc5ccccc54)[C@@H]3C[C@H]12	-1.2	-0.7	0.0	-1	-0.6	0.7	2	2	0	-2	-0.5
CNC(=O)Oc1ccccc1OC(C)C	-0.6	-1.2	1.5	-9	0.2	-0.4	-1	-7	0	2	-0.7
CCCCCc1nc2c(c(=O)c3ccccc3n2C)c(=O)n1C1CCCCCC1	-0.9	-4.6	-4.0	1	-0.6	-0.6	-1	-5	4	1	1.5
O=C1NC(=O)N(c2cccc(F)c2)C(=O)/C1=C/c1ccc(N2CCOCC2)cc1	-1.2	1.1	0.7	0	-0.4	0.8	-4	2	4	-7	0.5
Cc1cc(OCC(=O)N2CCC(C(N)=O)CC2)c2c3c(c(=O)oc2c1)CCCC3	-1.0	-1.6	-1.1	-16	-1.0	1.3	-11	-57	-10	4	-0.7
O=[N+]([O-])c1ccc(N2CCNCC2)cc1Sc1ccccn1	-2.0	1.4	2.6	3	-0.6	2.8	5	11	2	-4	-0.1
O=C1CN=C(c2cccc(Br)c2)c2cc(Br)ccc2N1	-0.9	-2.3	0.0	0	-0.3	-0.2	-4	8	1	-4	-2.0

The last two records of the part above lead into the next:
SMILES	ssDAF-12 act	hgDAF12 agonist	GAA850 FXN act	ADAM17 inh	DAX1 inh-1	DAX1 inh-2	PLCb3 inh	ADAM10 inh	PLCg1 inh	sPLA2-III inh	hcDAF12 agonist
O=[N+]([O-])c1ccc(N2CCNCC2)cc1Sc1ccccn1	-2.0	1.4	2.6	3	-0.6	2.8	5	11	2	-4	-0.1
O=C1CN=C(c2cccc(Br)c2)c2cc(Br)ccc2N1	-0.9	-2.3	0.0	0	-0.3	-0.2	-4	8	1	-4	-2.0
O=C(O)c1cccc2nc3ccccc3nc12	-1.5	-3.2	-2.2	0	-1.1	0.0	7	3	4	-4	-1.2
CC(C)COc1ccc(C2(C#N)CC[N+](C)(C)CC2)cc1	-1.1	-2.2	2.9	-1	-0.5	-0.1	0	-8	3	8	-1.4
CNCCc1nc(N)n[nH]1	-1.2	1.6	0.5	1	-0.2	0.5	6	5	3	3	-0.5
CCCCn1c(O)c(C(C)=NCCc2ccccc2)c(=O)[nH]c1=O	-1.4	-1.1	-0.2	2	0.3	-1.6	4	5	5	2	-1.6
Cc1ccccc1-n1c(O)c(C=Nc2ccc(N(C)C)cc2)c(=O)[nH]c1=O	-1.3	0.1	0.2	1	-0.6	-0.4	-10	0	-8	-3	-0.2
Nc1ccc(Sc2ccc(N)cc2)cc1	-0.3	0.0	-1.1	3	-2.6	1.4	0	10	5	6	-0.9
CN(C)C(=O)Oc1ccc(-c2cn3cc(C(F)(F)F)ccc3n2)cc1	-0.5	1.8	2.6	-40	2.5	0.2	-18	-153	-21	-4	1.5
O=c1[nH]c(=S)n(CCC2=CCCCC2)c(O)c1C=NCCCn1ccnc1	-1.7	1.0	1.7	4	0.2	-1.3	-3	7	3	-14	0.1
COc1cc2c(cc1OC)[C@@]13CCN4CC5=CCO[C@H]6CC(=O)N2[C@H]1[C@H]6[C@H]5C[C@H]43	-1.0	1.1	-0.7	-2	1.3	1.0	10	-1	3	-6	1.6
Cc1nn(Cc2ccc(Cl)cc2Cl)c(Cl)c1C(=O)Nc1ccc(OC(F)F)cc1	-1.6	-1.6	-0.8	1	-0.2	0.0	3	8	-1	-3	-3.0
Cc1cc(C(=O)N=Nc2c(O)n(C)c3ccccc23)c(C)o1	-0.2	4.8	4.2	-8	0.9	0.6	1	1	5	23*	1.2
COc1ccc(-c2nn(CCC#N)cc2C(=O)Nc2ccccc2Br)cc1	-1.5	-0.1	1.5	-2	-0.2	-1.5	-3	-1	0	-9	-1.1
CCSc1nnc(C(N)Cc2ccccc2)o1 (centres undefined)	0.8	0.8	0.9	-2	-0.1	0.3	1	-1	0	-2	3.1
O=C1CCCN1C(=O)c1cncc(Br)c1	-1.4	-1.5	-0.5	-4	-0.2	0.4	0	-10	1	0	-0.5
CCC(=O)OC1(c2ccccc2)C(C)CN(C)CC1C (centres undefined)	-1.4	1.3	1.1	-4	0.3	0.5	-5	-5	-2	2	-0.7
CCOC(=O)C1(c2ccccc2)CCN(CCC(=O)Nc2ccc(F)cc2)CC1	-1.4	-0.7	-4.0	-4	-2.3	1.1	-11	-5	1	-9	-0.8
C[C@]12CCC3C(CC[C@H]4C[C@H](O)[C@H](O)C[C@]34C)C1CC[C@@H]2O (some centres undefined)	-0.5	-0.7	-0.1	-1	-0.2	0.0	0	2	4	-4	-0.6
COc1ccc(C2SCC(=O)Nc3c2c(C)nn3-c2ccccc2)cc1OC (centres undefined)	-0.7	-2.5	-3.2	-4	0.4	0.0	-3	1	1	3	-1.4
COc1ccccc1OCC(=O)N1CCN(Cc2ccc3c(c2)OCO3)CC1	-1.6	-1.6	1.4	-7	-0.6	-0.4	2	7	6	4	-1.5
O=C(/C=C/c1ccccc1)NCCc1cnc[nH]1	-1.1	0.7	1.4	3	0.3	0.8	6	-15	5	15	-0.9
CC(=O)C1C(=O)NC23CCCCC2C1c1ccccc1O3 (centres undefined)	-1.6	1.9	1.7	1	-0.1	-0.4	3	5	1	1	-1.2
CCOC(=O)C(O)(c1ccc(NC(=O)NC)cc1)C(F)(F)F (centres undefined)	-0.8	-0.6	1.1	1	0.1	/	-1	-1	0	4	0.6

Screening data (PubChem)
